Assay outcomes (PubChem)
XiGFP reactiv: reactivates the inactive X chromosome in mouse fibroblasts; XiGFP mouse fibroblasts, % GFP-positive cells imaging, 3 d; cells co-treated with 5-aza-dC sensitizer; scaled so ellipticine positive control = 100%; activation, % at 7.58 µM; 0.055% of 360,000 active; AID 743238;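 active = mean normalized replicate activation at least 10% and every replicate at or above 10%; inconclusive = only one of the two criteria met; inactive = mean below 10% and not all replicates reach 10%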;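 also: 0% = median of on-plate neutral control wells and 100% = ellipticine 6 µM median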
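Material: XiGFP fibroblasts, SV40-immortalized. Buffer or medium: DMEM plus 5-aza-dC sensitizer. Compound: single concentration per compound, delivered by pin transfer. Times: 3 days compound exposure. Controls: ellipticine 6 µM.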
esBAF inh: SWI/SNF esBAF complex inhibition; mouse ES cells, Bmi1-luciferase knock-in reporter, 24 h; 100% = twice the neutral-well signal; reporter increase, % at 12.5 µM; 2% of 350,000 active; AID 602393; in the data active = activation above about 40%; inconclusive = no clear call, values can overlap the other calls;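 also: 0% = median of the plate's neutral control wells and 100% = double that signal; a rise in the Bmi1 reporter signal indicates esBAF inhibition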
ERAP1 HTS inh: inhibitors of human ERAP1 aminopeptidase; recombinant ERAP1, Leu-AMC fluorescence, 60 min; inhibition, % at 10.7 µM; 0.15% of 340,000 active; AID 652197; Q9NZ08;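 active = mean replicate inhibition of at least 30%, or all replicates individually reaching that 30% level; inactive = mean below 30% and not every replicate reaching it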;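 also: 0% = neutral control wells and 100% = L-leucinethiol positive control wells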
RAD54 inh: blocks human RAD54 Holliday junction branch migration | 0.14% of 360,000 active | FAM/BHQ fluorescence | inhibition, % at 10.4 µM | Q92698;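 active = mean normalized replicate activity at least 40 and at least half of replicates scoring 40 or more; inconclusive = only one of the two criteria met; inactive = mean below 40 and under half of replicates reaching 40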;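 also: 0% = median of neutral control wells and 100% = median of positive control wells; inhibitors cause a drop in the FAM fluorescence signal; in these data hits start at about 50%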
F508del corr: correctors of CFTR F508del function in bronchial epithelial cells; activity (quench increase), % at 7.58 µM; AID 720511; 0.36% of 350,000 active; CFBE cells, YFP halide quenching; stimulated with forskolin plus potentiator P3; % fluorescence drop versus neutral controls;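 active = mean added fluorescence quench of at least 8% versus neutral control, with both replicates also reaching 8%; inconclusive = only one of the mean or replicate conditions met; inactive = mean below 8% and not both replicates reaching 8%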;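 also: cells transiently co-express mutant CFTR-F508del with the halide-sensitive YFP; corrector assay measuring rescue of mutant channel to the surface after 24 h compound exposure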
ARNT TACC3 PPI: disrupts binding between human ARNT and TACC3; 0.66% of 390,000 active; inhibition, % at 9.99 µM; AlphaScreen His-ARNT PAS-B/GST-TACC3 binding, luminescence; TACC3 fragment carries E629A point mutation;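 active = mean inhibition of replicates at least 50% and at least half of replicates each reaching 50%; inconclusive = half or more replicates reach 50% but mean below 50%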;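 also: 0% = complete ARNT plus TACC3 wells and 100% = ARNT alone without TACC3; many hits fall short of the cut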
RAD52 anneal inh: RAD52 (human) annealing inhibition; P43351; recombinant RAD52 DNA annealing, FRET fluorescence; inhibition, % at 18.7 µM; 0.46% of 360,000 active; AID 651710;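 active = every replicate showing at least 50% inhibition; inconclusive = mean inhibition at least 50% but not in every replicate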
Target sequence (P43351 whole entry, looked up): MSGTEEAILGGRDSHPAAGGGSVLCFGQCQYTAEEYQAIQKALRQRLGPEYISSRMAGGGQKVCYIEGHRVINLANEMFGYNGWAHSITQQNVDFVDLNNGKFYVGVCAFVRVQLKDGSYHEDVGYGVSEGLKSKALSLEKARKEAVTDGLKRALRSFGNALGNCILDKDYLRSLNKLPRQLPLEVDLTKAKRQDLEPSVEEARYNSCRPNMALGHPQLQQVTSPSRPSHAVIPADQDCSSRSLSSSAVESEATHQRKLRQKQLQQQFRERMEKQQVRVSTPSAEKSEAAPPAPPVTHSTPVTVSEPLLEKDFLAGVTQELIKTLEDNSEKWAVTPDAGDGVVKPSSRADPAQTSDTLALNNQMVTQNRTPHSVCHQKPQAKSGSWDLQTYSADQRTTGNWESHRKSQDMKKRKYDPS
GSIS activator: primary screen for activators of insulin secretion dependent on glucose, INS-1E cells, GLuc reporter luminescence; INS-1E GLuc reporter insulin secretion, 2-3 h; activation, % at 16.6 µM; 0.61% of 370,000 active; AID 743287;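 active = lowest replicate activation of at least 40%, so every replicate reaches that level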;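 also: 0% = median of neutral control wells and 100% = median of IBMX positive control wells; some compounds called inactive have numbers as strong as hits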
The depositor's hits bear a star; ? = inconclusive; nt = not tested or not shown.

Key to letters – A = XiGFP reactiv; B = esBAF inh; C = ERAP1 HTS inh; D = RAD54 inh; E = F508del corr; F = ARNT TACC3 PPI; G = RAD52 anneal inh; H = GSIS activator
COC(=O)c1ccc(S(N)(=O)=O)o1
  A: 0.0	B: nt	C: nt	D: -6	E: nt	F: -5	G: nt	H: -1
COCC(=O)NC[C@H]1[C@H](c2ccccc2)[C@@H](CO)N1C(C)=O
  A: 0.1	B: 0	C: 3	D: 7	E: 3.3	F: -4	G: -3	H: 8
COc1ccc(N(CC(=O)N/N=C/c2ccccc2F)S(=O)(=O)c2ccccc2)cc1
  A: 0.2	B: 3	C: 2	D: 4	E: 1.9	F: -3	G: -6	H: -8
O=C(NCC[C@H]1CC[C@@H](NC(=O)C2CCCC2)[C@@H](CO)O1)c1ccc(F)cc1
  A: -0.1	B: 1	C: 0	D: -11	E: 2.3	F: -5	G: -8	H: 4
O=C(O)C1CCCCC1C(=O)Nc1ccc(Cl)cc1Cl (centres undefined)
  A: nt	B: -2	C: -4	D: -6	E: nt	F: -5	G: -7	H: 5
O=C(COC(=O)c1ccncc1)Nc1ccc2c(c1)OCO2
  A: 0.1	B: -5	C: -5	D: 6	E: 1.1	F: 0	G: -8	H: 11
CN1CCOc2ccc(S(=O)(=O)NCCc3ccc(Cl)cc3)cc21
  A: 0.0	B: -3	C: -1	D: -4	E: 5.1	F: 4	G: -5	H: -5
COc1ccc(NC(=O)Nc2ccc3c(c2)C(=O)N([C@@H](C)CO)C[C@@H](C)[C@@H](CN(C)C(=O)Nc2ccccc2)O3)cc1
  A: -1.0	B: 0	C: 3	D: 3	E: -0.4	F: -3	G: 7	H: 10
Cc1[nH]nc2c1C(c1ccc(Br)cc1)N(Cc1ccccc1)C2=O (centres undefined)
  A: 0.4	B: nt	C: 6	D: nt	E: -4.3	F: nt	G: -6	H: -24
O=C(CCN1CCCCC1)NCC[C@H]1CC[C@H](NC(=O)Cc2cccnc2)[C@@H](CO)O1
  A: 0.1	B: -3	C: -1	D: -3	E: -0.9	F: -9	G: -4	H: 9
CCc1ccc(OC(=O)/C=C/c2ccco2)cc1
  A: -0.1	B: -4	C: 0	D: -10	E: -0.6	F: -8	G: -6	H: -14
CCOC(=O)c1cc(-c2cc3ccccc3o2)nc2c1c(=O)[nH]c(=O)n2CCOC
  A: nt	B: -6	C: nt	D: 0	E: nt	F: -6	G: nt	H: 24
CCOc1ccc(NC(=O)CN(C)C(=O)c2cc(-c3ccc(OC)cc3)nc3ccccc23)cc1OCC
  A: 0.2	B: nt	C: -3	D: nt	E: 1.9	F: -2	G: -17	H: -5
C#CCOCCOCCOCCNc1nc(N2CCN(C(=O)[C@H](CCCN=C(N)N)n3cc(C(N)[C@@H](C)CC)nn3)CC2)nc(N2CCN(C(=O)[C@H](CCCCN)n3cc([C@@H](N)[C@H](C)CC)nn3)CC2)n1 (some centres undefined)
  A: 0.0	B: 1	C: -5	D: 4	E: 2.5	F: 43	G: 63*	H: 12
C[C@H](CO)N1C[C@H](C)[C@H](CN(C)Cc2ccc(C(F)(F)F)cc2)Oc2ccc(NC(=O)Cc3cn(C)c4ccccc34)cc2CC1=O
  A: 0.6	B: -4	C: -1	D: 0	E: -3.9	F: 14	G: 4	H: 3
O=C(C[C@@H]1C[C@H]2c3cc(NC(=O)c4ccc5c(c4)OCO5)ccc3O[C@H]2[C@@H](CO)O1)NCCN1CCCCC1
  A: 0.0	B: 0	C: -3	D: 3	E: -0.3	F: 11	G: 21	H: 14
C[C@H](CO)N1C[C@H](C)[C@@H](CN(C)C)Oc2cc(-c3ccc(C#N)cc3)ccc2S1(=O)=O
  A: -1.0	B: 0	C: -5	D: 1	E: 3.6	F: -2	G: 16	H: 27
O=S(=O)(Nc1ccc(S(=O)(=O)Nc2nccs2)cc1)c1ccc(Br)cc1
  A: 0.1	B: -1	C: 3	D: 3	E: -0.1	F: -9	G: -5	H: -18
C[C@@H]1CN([C@@H](C)CO)C(=O)c2cc(NC(=O)CCC(F)(F)F)ccc2O[C@@H]1CN(C)Cc1ccc2c(c1)OCO2
  A: -1.1	B: 2	C: 1	D: 1	E: 1.0	F: -24	G: -4	H: 23
Cc1ccc(C)c(NC(=O)CN(C)C(C)C(=O)N2CC(C)CC(C)C2)c1 (centres undefined)
  A: -0.1	B: -5	C: 0	D: nt	E: -0.8	F: -9	G: -4	H: -2
CCN(CC(=O)NCc1ccc(Cl)cc1)C(=O)c1ccc(S(=O)(=O)NCc2ccco2)cc1
  A: 0.3	B: nt	C: -2	D: -2	E: 2.0	F: 2	G: -16	H: -3
COc1ccc(NC(=O)N(C)C[C@@H]2Oc3ccc(NS(C)(=O)=O)cc3C(=O)N([C@@H](C)CO)C[C@H]2C)cc1
  A: -0.4	B: 2	C: 0	D: 7	E: -3.9	F: -5	G: 5	H: 8
CCOc1ccc(NC(=O)N2CCC(c3nc4ccccc4[nH]3)CC2)cc1
  A: 0.1	B: nt	C: -1	D: nt	E: 0.1	F: nt	G: 14	H: -19
COc1cc(/C=N/NC(=O)c2ccc(Cl)c(S(N)(=O)=O)c2)ccc1OCC(N)=O
  A: -0.1	B: nt	C: -2	D: nt	E: -1.3	F: 30	G: 1	H: 12
N#CC(C(=O)c1ccco1)c1ccccn1 (centres undefined)
  A: nt	B: 8	C: nt	D: -3	E: nt	F: 0	G: nt	H: 43*
C=CCOc1ccccc1CN1CCC(Oc2cc(C(=O)NC3CC3)ccc2OC)CC1
  A: 0.0	B: -5	C: -3	D: -17	E: 0.9	F: 12	G: -31	H: 0
Cc1ccc(S(=O)(=O)N2CCOCC2)cc1C(=O)OCC(=O)NC1CCS(=O)(=O)C1 (centres undefined)
  A: ?	B: 0	C: -1	D: -2	E: nt	F: -2	G: -1	H: nt
CCOc1ccc(CCNC(=O)c2nnn(CC(=O)Nc3ccccc3C)c2N)cc1OCC
  A: 0.0	B: 0	C: 1	D: -3	E: 1.3	F: 6	G: -7	H: 0
Cc1ccc(NC(=O)C(=O)NNC(=O)c2ccccc2C)cc1Cl
  A: nt	B: 3	C: nt	D: 11	E: nt	F: -5	G: nt	H: -6
CCc1ccc(NC(=O)CCn2c(=O)c3cccn3c3ccccc32)cc1
  A: 0.3	B: -10	C: 1	D: -10	E: 0.7	F: 3	G: -14	H: -13
Cc1ccc(S(=O)(=O)NCCn2cnc([N+](=O)[O-])n2)cc1
  A: 0.0	B: -3	C: -1	D: -10	E: -1.4	F: -7	G: 1	H: 11
COc1ccc(N2CC(C(=O)N3CCC4(CC3)CC(=O)c3ccccc3O4)CC2=O)cc1 (centres undefined)
  A: 0.0	B: 0	C: 1	D: 24	E: 0.9	F: 4	G: -3	H: -7
CCCC(=O)Nc1ccc(NC(=O)c2ccco2)c(OC)c1
  A: nt	B: 63*	C: -2	D: 2	E: 0.1	F: 7	G: -2	H: -1
O=C(CCCOc1ccccc1)NCCc1ccccc1
  A: 0.1	B: nt	C: -4	D: nt	E: -0.7	F: nt	G: -2	H: -3
CCOc1ccc2oc(C(=O)OC(C(=O)NC(N)=O)C(C)C)c(C)c2c1 (centres undefined)
  A: 0.1	B: 6	C: nt	D: -5	E: 0.6	F: 7	G: -40	H: 4
O=C(NC(=S)NC1CCCc2ccccc21)c1ccco1 (centres undefined)
  A: 0.2	B: nt	C: -1	D: nt	E: -0.1	F: 5	G: -12	H: 11
COc1ccc(N2CCN(S(=O)(=O)CCNC(=O)CCCc3ccccc3)CC2)cc1
  A: 0.2	B: nt	C: 0	D: nt	E: -2.2	F: -4	G: -6	H: -5
COCC(=O)Nc1ccc2c(c1)C(=O)N(C)[C@H]1CC[C@@H](CC(=O)N3CCc4ccccc4C3)O[C@@H]1CO2
  A: 0.1	B: -1	C: nt	D: nt	E: -2.1	F: nt	G: nt	H: 0
CC(O)C1CCC2C3CC[C@H]4CC(O)CCC4(C)C3CC3(OCCO3)C12C (some centres undefined)
  A: nt	B: -6	C: nt	D: 1	E: nt	F: -5	G: nt	H: -9
CCOc1ccccc1C(=O)OC(C)C(=O)Nc1ccc(S(=O)(=O)N2CCCC2)cc1 (centres undefined)
  A: 1.0	B: -1	C: -1	D: -6	E: -1.4	F: 1	G: -20	H: nt
O=C(c1ccncc1)N1N=C2CCCCCC2C1(O)C(F)(F)F (centres undefined)
  A: 0.0	B: nt	C: -4	D: nt	E: 3.7	F: -1	G: -6	H: 2
O=C(O)CSc1nnc2n(-c3ccccc3)c(=O)c3ccccc3n12
  A: 0.0	B: -4	C: 2	D: 4	E: -1.1	F: 4	G: -5	H: 1
CN(C)c1cccc(C(=O)NCc2ccccc2Cl)c1
  A: 0.0	B: nt	C: -1	D: nt	E: -0.2	F: -3	G: -26	H: -4
COc1ccc(Cl)cc1NC(=O)CN(C)CC(=O)Nc1ccccc1-c1ccccc1
  A: 0.0	B: -3	C: -3	D: -14	E: 1.8	F: 0	G: -8	H: -19
O=C(NCC[C@@H]1CC[C@@H](NS(=O)(=O)c2ccc(F)cc2)[C@@H](CO)O1)c1ccccc1F
  A: 0.7	B: nt	C: -5	D: nt	E: 1.6	F: nt	G: -15	H: 8
Cc1cnccc1CN(C)Cc1cn(C)nc1-c1cccc(Cl)c1
  A: 0.3	B: 1	C: -4	D: 1	E: -0.3	F: nt	G: -6	H: 3
Nc1nc(-c2cc(Cl)cc(Cl)c2OC(F)F)cs1
  A: -0.2	B: nt	C: -1	D: nt	E: -3.7	F: nt	G: -10	H: -14
COc1ccc(NC(=O)N[C@@H]2CC[C@@H](CCNC(=O)CCN3CCCCC3)O[C@@H]2CO)cc1
  A: -0.3	B: 7	C: -2	D: -1	E: -3.1	F: 10	G: -10	H: -5
CCOC(=O)C1C(C(=O)OCC)C2C(=O)C3C(C(=O)OCC)C(C(=O)OCC)C3C(=O)C12 (centres undefined)
  A: 0.2	B: -3	C: -3	D: -17	E: 6.9	F: nt	G: -15	H: nt
CC(=O)Nc1ccc(CN2CCN(Cc3ccc(F)c(F)c3)C(CCO)C2)cc1 (centres undefined)
  A: 0.0	B: -3	C: 4	D: nt	E: 5.4	F: -6	G: -4	H: -6
CCCCNC(=O)c1nc(-c2cc3ccccc3[nH]2)oc1-c1cccc(C(F)(F)F)c1
  A: 0.0	B: nt	C: 0	D: nt	E: 2.9	F: nt	G: -5	H: -12
CCCCn1c(-c2csc(C(C)C)c2)n[nH]c1=S
  A: 0.0	B: -2	C: -1	D: -2	E: 2.2	F: 0	G: -15	H: -20
COc1cc(C(=O)NCCOC(=O)c2cccc(N(C)C)c2)cc(OC)c1OC
  A: 0.0	B: 8	C: 6	D: 3	E: -3.0	F: 1	G: -14	H: 9

In the list so far, these contain bromine.
Key to letters – A = XiGFP reactiv; B = esBAF inh; C = ERAP1 HTS inh; D = RAD54 inh; E = F508del corr; F = ARNT TACC3 PPI; G = RAD52 anneal inh; H = GSIS activator
Cc1[nH]nc2c1C(c1ccc(Br)cc1)N(Cc1ccccc1)C2=O (centres undefined)
  A: 0.4	B: nt	C: 6	D: nt	E: -4.3	F: nt	G: -6	H: -24
O=S(=O)(Nc1ccc(S(=O)(=O)Nc2nccs2)cc1)c1ccc(Br)cc1
  A: 0.1	B: -1	C: 3	D: 3	E: -0.1	F: -9	G: -5	H: -18

3 entries out of the list above, sorted by the value under F508del corr, largest number first:
Compound,F508del corr
CCCCNC(=O)c1nc(-c2cc3ccccc3[nH]2)oc1-c1cccc(C(F)(F)F)c1,2.9
O=C(NCC[C@@H]1CC[C@@H](NS(=O)(=O)c2ccc(F)cc2)[C@@H](CO)O1)c1ccccc1F,1.6
O=C(NC(=S)NC1CCCc2ccccc21)c1ccco1 (centres undefined),-0.1
